PTHR1 ag = activates the human parathyroid hormone receptor PTHR1. Q03431. HEK293 GP2 PTHR1 cells, GloSensor cAMP luminescence, 1 h. Potency, µM (highest dose often 115 µM), for inactives: at the top dose activation, hits mostly activators. 0.075% of 410,000 active. AID 743266; further: potency means the concentration at half of the fitted maximal effect; nearly all actives have a fitted effect of over 55% in size; some results filed as inactive show a strong effect at the top dose; inactives centre near -15; many of its hits are not listed in these tables
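HEK-293-derived GP2 cells expressing PTHR1 and a GloSensor cAMP reporter, 3,000/well, plated overnight, given luciferin plus IBMX (each 0.5 mM as added) for 1 h at 37 °C, then compound for 1 h at 37 °C. Luminescence was read after 15 min at room temperature.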
TDP-43 yeast inh = TDP-43 toxicity inhibition in yeast. TDP-43 expressing yeast growth rescue, BacTiter-Glo, 24 h. Potency, µM (series often up to 46.1 µM), for inactives: at the top dose growth rescue (activation), actives largely listed as activators. 1.8% of 410,000 active; further: potency means the concentration at half of the fitted maximal effect; % of control where 0% means no effect; nearly all actives have a fitted effect of over 50% in size
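Yeast cells expressing TDP-43 under galactose induction are exposed to compounds for 24 hr at 30 deg C. BacTiter-Glo luminescence measures growth, so protective compounds score as activators.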
aSyn rescue = alpha-synuclein toxicity inhibition in yeast; Yeast expressing alpha-synuclein, growth rescue, BacTiter-Glo, 24 h; Potency, µM (doses to about 46.1 µM), inactives show top-dose growth rescue (activation), actives largely listed as activators; 0.14% of 370,000 active; further: potency means the concentration at half of the fitted maximal effect; % of control where 0% means no effect; nearly all actives have a fitted effect of over 65% in size
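Screening used galactose-induced yeast with toxic alpha-synuclein levels, exposed to compound for 24 hr at 30 deg C. Cell growth, read with BacTiter-Glo luminescence, gave the measured signal.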
GLP1R inv ag = inverse agonists of human GLP-1 receptor; P43220; HEK293 GLP-1R CRE-luciferase, luminescence, 24 h; GLP-1R form is constitutively active; Potency, µM (doses to about 38.3 µM), for the others: top-dose activity change, negative = inhibition, most hits filed as inhibitors; 1.6% of 410,000 active; AID 624417; further: potency means the concentration at half of the fitted maximal effect; on the % scale 0 is the no-effect control and ±100 the full control effect; nearly all actives have a fitted effect of over 55% in size
Target sequence (P43220 whole entry, looked up): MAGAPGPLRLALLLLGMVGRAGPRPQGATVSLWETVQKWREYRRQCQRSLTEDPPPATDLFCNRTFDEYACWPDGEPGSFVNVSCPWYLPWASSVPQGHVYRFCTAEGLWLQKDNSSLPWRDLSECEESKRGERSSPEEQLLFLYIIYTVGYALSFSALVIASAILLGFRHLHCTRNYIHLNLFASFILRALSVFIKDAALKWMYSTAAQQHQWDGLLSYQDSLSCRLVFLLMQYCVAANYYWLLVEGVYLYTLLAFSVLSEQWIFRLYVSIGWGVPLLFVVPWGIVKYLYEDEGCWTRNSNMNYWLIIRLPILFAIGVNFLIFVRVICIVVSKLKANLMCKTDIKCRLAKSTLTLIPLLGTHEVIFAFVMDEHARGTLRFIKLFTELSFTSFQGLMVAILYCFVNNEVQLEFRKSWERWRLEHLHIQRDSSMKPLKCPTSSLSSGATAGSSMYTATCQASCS
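HEK293 cells stably co-expressing a cAMP-responsive luciferase reporter and constitutively active GLP-1R were seeded, incubated 12 h, then exposed to compounds for 24 h at 37 C. Luminescence was read 12 min after detection reagent; inverse agonists lower signal.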
DRD3 agonist = activates the human D3 dopamine receptor; 0.58% of 410,000 active; P35462; D3R DiscoveRx beta-arrestin cells, luminescence, 90 min; max activation, %; in the data active means max activation above about 30%; further: 0% is about no effect; mostly tested at two doses, the higher about 12 µM
Target sequence (P35462 whole entry, looked up): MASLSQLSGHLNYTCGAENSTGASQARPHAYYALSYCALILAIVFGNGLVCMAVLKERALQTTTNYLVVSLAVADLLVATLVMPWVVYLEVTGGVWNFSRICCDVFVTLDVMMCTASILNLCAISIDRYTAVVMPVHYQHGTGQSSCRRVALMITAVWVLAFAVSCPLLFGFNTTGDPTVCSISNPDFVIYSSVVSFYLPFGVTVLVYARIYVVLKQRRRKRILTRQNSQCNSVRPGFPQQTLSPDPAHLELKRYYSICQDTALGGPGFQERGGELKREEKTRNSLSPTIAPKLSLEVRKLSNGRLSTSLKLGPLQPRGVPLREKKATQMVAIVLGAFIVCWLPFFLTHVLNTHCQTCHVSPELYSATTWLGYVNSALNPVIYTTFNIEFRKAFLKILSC
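Agonist-mode cell screen: cells plated at 1500/well and incubated overnight at 37 °C, then exposed to library compounds for 90 min at 37 °C. Detection reagent was added for 30–60 min at room temperature, and luminescence was read.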
HEK293 tox = cytotoxicity in counter-screen for GLP-1R inverse agonists. HEK293 cAMP-luciferase reporter cells, luminescence, 24 h. Potency, µM (doses to about 38.3 µM), inactives show at the top dose activity change, negative = inhibition, most hits filed as inhibitors. 0.13% of 410,000 active;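 further: loss of luciferase light is scored as toxicity; potency means the concentration at half of the fitted maximal effect; on the % scale 0 is the no-effect control and ±100 the full control effect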
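Seeding density was 200 cells/uL; after overnight-length (12 h) culture, 23 nL compounds went on for 24 h at 37 °C. Readout used a luciferase detection reagent, luminescence taken after 12 min at room temperature.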
KB-V1 MDR tox = KB-V1 MDR subline cytotoxicity; KB-V1 MDR cells viability, CellTiter-Glo, 72 h; Potency, µM (top dose mostly 46.1 µM), for inactives: at the top dose activity change, negative = cytotoxicity, hits mostly cytotoxic; 3.4% of 400,000 active; AID 1347076; further: potency means the concentration at half of the fitted maximal effect; on the % scale 0 is the no-effect control and ±100 the full control effect; nearly all actives have a fitted effect of over 60% in size
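KB-V1 MDR subline cells in DMEM (phenol-red free, 10% FBS) exposed to compounds in qHTS concentration series for 72 h at 37 degrees C. Viability read by CellTiter-Glo luminescence; concentration-effect curves fitted after normalization and correction.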
DRD3 antagonist = blocks the human D3 dopamine receptor. P35462. D3R cells, DiscoveRx beta-arrestin luminescence, antagonist mode; hits give low values. max response, negative = inhibition, %. 2.5% of 360,000 active. AID 652054; in the data active means max response below about -50%; inconclusive means no clear call, values can overlap the other calls; further: on the % scale 0 is the no-effect control and ±100 the full control effect; mostly tested at two doses, the higher about 12 µM
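Cells plated overnight at 1500 cells/well, then exposed to library compounds with dopamine controls for 90 minutes at 37 degrees C. DiscoveRx reagent added for 30–60 minutes at room temperature; luminescence read, quantitative HTS format.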
GLP1R ag = GLP-1 receptor (human) agonism; HEK293 GLP-1R CRE-luciferase, luminescence, 4-6 h; cells express a hypersensitive GLP-1R form; Potency, µM (doses to about 45.6 µM), inactives show at the top dose activation, hits mostly activators; 0.007% of 380,000 active; AID 624172; further: potency means the concentration at half of the fitted maximal effect; % of control where 0% means no effect
Starred values were filed as active, the others as inactive; i = inactive; ? = inconclusive; / = not tested or not shown; [ ] = remark or other dose. Unless noted, the call rests on the fitted dose curve; in most records, active means well fitted curve in the direction sought with a large enough effect; inconclusive means small, poorly fitted or top-dose-only effect, or another doubt; inactive means no such curve, though single readings can be large; an effect the other way counts as inactive or inconclusive. This is a subset, so the mix of outcomes need not match the whole.

SMILES	PTHR1 ag	TDP-43 yeast inh	aSyn rescue	GLP1R inv ag	DRD3 agonist	HEK293 tox	KB-V1 MDR tox	DRD3 antagonist	GLP1R ag
COc1ccccc1C1c2ccc3ccccc3c2Oc2ncn(CCN(C)C)c(=N)c21 (stereo not given)	i	-27%	3%	2.8µM*	5	?	?	-21	22%
CCCn1c(CCC(=O)Nc2cc(Cl)c(OC)cc2OC)nc2cccnc21	-38%[inhibitor]	21%	/	13%	5	2%	-2%	/	/
Cc1ccccc1OCC(=O)Nc1cccc(S(=O)(=O)NC2=NCCC2)c1	-14%	-7%	-8%	-4%	8	-14%	-7%	1	6%
CC1(C(=O)NS(=O)(=O)C2CC2)CCN(C(=O)c2ccc3c(c2)OCO3)C1 (stereo not given)	i	11%	1%	8%	2	-6%	5%	14	0%
Nn1c(SCC(=O)N2CCCc3ccccc32)nncc1=O	-9%	-4%	1%	27%	3	-1%	4%	5	0%
c1ccc(Nc2ccccn2)cc1	-3%[57.5 µM]	14%	0%	8%	2	-16%	13%	-10	-8%
CN(C)CCn1c(N)nc2ccccc21	i	-12%	-1%	0%	3	0%	?	0	0%
CCOc1ccc(Nc2cc(Nc3ccccc3OCC)nc(C=C(C#N)C#N)n2)cc1	i	2%	0%	-20%	2	?	7%	-8	10%
Cc1n[nH]c(=O)c2c(NC(=O)CSc3nn(-c4ccccc4)c(=S)s3)oc(C)c12	-1%	-22%	-1%	2%	-1	11%	-2%	4	2%
CCOc1ccc(C(=O)CSc2nnc(C3CC3)n2C)cc1	-7%[57.5 µM]	0%	8%	0%	2	-5%	-12%	25	-6%
O=C(CSc1nc2ccsc2c(=O)n1-c1ccc(Br)cc1)NCc1ccc(Cl)cc1	0%	15%	3%	1%	-1	1%	0%	/	0%
COc1cc(OC)cc(C(=O)N[C@H](C(=O)OCC(=O)Nc2ccc3c(c2)OCO3)C(C)C)c1	-5%	-27%	6%	-20%	-16	5%	-10%	-7	19%
O=C(NC1CCCCC1)c1cc(S(=O)(=O)N2CCCCC2)ccc1N1CCOCC1	i	4%	2%	11%	2	-15%	9%	7	24%
Cc1c(CCO)c(=O)[nH]n1S(=O)(=O)c1ccc(F)cc1	i	6%	-1%	?	9	-7%	-2%	13	-5%
O=S(=O)(Cc1ccc(Cl)cc1)NCc1cccnc1	i	13%	4%	-4%	-14	5%	-8%	6	-5%

Taken from above.
`c1ccc(Nc2ccccn2)cc1` in aSyn rescue shows 0%
`CC1(C(=O)NS(=O)(=O)C2CC2)CCN(C(=O)c2ccc3c(c2)OCO3)C1` (stereo not given) in DRD3 agonist shows 2
`O=S(=O)(Cc1ccc(Cl)cc1)NCc1cccnc1` in TDP-43 yeast inh shows 13%

An excerpt of these results, with bars between the fields:
SMILES | PTHR1 ag | TDP-43 yeast inh | aSyn rescue | GLP1R inv ag | DRD3 agonist | HEK293 tox | KB-V1 MDR tox | DRD3 antagonist | GLP1R ag
O=C(NC1CCCCC1)c1cc(S(=O)(=O)N2CCCCC2)ccc1N1CCOCC1 | i | 4% | 2% | 11% | 2 | -15% | 9% | 7 | 24%
Cc1ccccc1OCC(=O)Nc1cccc(S(=O)(=O)NC2=NCCC2)c1 | -14% | -7% | -8% | -4% | 8 | -14% | -7% | 1 | 6%

The list continues:
SMILES	PTHR1 ag	TDP-43 yeast inh	aSyn rescue	GLP1R inv ag	DRD3 agonist	HEK293 tox	KB-V1 MDR tox	DRD3 antagonist	GLP1R ag
CCNc1nc(NCC)nc(N2CC(=O)N(CC(=O)OCC)C2=N)n1	i	-9%	1%	114%[activator]	0	-1%	?	-8	31%
COc1cccc(/C=C/C(=O)OCC(=O)c2c(N)n(C)c(=O)n(C)c2=O)c1	-2%	4%	-6%	14%	2	3%	?	2	2%
CCC(=O)N/N=C(\C)CC(=O)Nc1ccc2ccccc2c1	15%	20%	6%	-54%	-6	23%	-13%	-11	8%
COc1ccc(/C=N/n2cc(-c3ccccc3)nc2N)cc1	-13%	7%	-2%	-15%	-8	-27%	7.3µM*	?	3%
COc1cccc(C(=O)N/N=c2\oc3c(OC)cccc3cc2C(=O)NCc2ccccc2)c1	-19%	-14%	2%	2%	-15	15%	?	-9	22%
CN1CCN(c2ccc(CNC(=O)C3(C)Cc4c(-c5ccc(C(N)=O)cc5)ccnc4O3)cc2)CC1 (stereo not given)	10%	6%	-1%	35%[activator]	-13	2%	-4%	?	12%
Cc1ccc(CNC(=O)C2CCN(S(=O)(=O)Cc3ccccc3)CC2)cc1	i	17%	/	-8%	2	-14%	0%	/	/
Cc1cc(C)c(S(=O)(=O)c2ccc(C(C)(C)C)cc2)c(Cl)n1	-18%	2%	0%	?	-1	5%	0%	-3	17%
Cc1cccc(Cn2nnc3c2C(=O)c2ccccc2C3=O)c1	-37%[inhibitor]	?	/	49%[activator]	-4	-31%	6.3µM*	-16	-4%
O=C(Cc1ccc(Cl)cc1)N/N=C/c1cccc(O)c1	-15%	4%	-1%	?	-5	4%	?	-9	4%
COc1ccc(N(C(=O)c2ccco2)C(C(=O)NC2CCCC2)c2ccco2)cc1OC (stereo not given)	i	-7%	-5%	5%	-7	1%	-3%	-1	7%
COC(=O)[C@@]1(C)[C@H]2C(=O)N(Cc3ccccc3)C(=O)[C@H]2[C@H]2CN=C(SCc3ccc(C#N)cc3)N21	-38%[inhibitor]	-1%	-9%	6%	11	-15%	11%	-2	2%
CC(=O)Nc1ccc(NC(=O)C2CCN(c3ccc(C(F)(F)F)cn3)CC2)cc1	-7%	-11%	-8%	-21%	3	-16%	4%	11	1%
COC(=O)Cn1nc(C)c2ccccc2c1=O	-2%[57.5 µM]	9%	5%	31%	1	-5%	3%	-2	-4%
Cc1cc(NC(=O)CCNS(=O)(=O)c2ccc3[nH]c(=O)oc3c2)ccc1Br	i	-9%	-17%	?	2	-7%	?	6	-3%

Part of the list above, limited to HEK293 tox.
mol | HEK293 tox
COc1ccccc1C1c2ccc3ccccc3c2Oc2ncn(CCN(C)C)c(=N)c21 (stereo not given) | ?
CCCn1c(CCC(=O)Nc2cc(Cl)c(OC)cc2OC)nc2cccnc21 | 2%
Cc1ccccc1OCC(=O)Nc1cccc(S(=O)(=O)NC2=NCCC2)c1 | -14%

(further entries)
SMILES	PTHR1 ag	TDP-43 yeast inh	aSyn rescue	GLP1R inv ag	DRD3 agonist	HEK293 tox	KB-V1 MDR tox	DRD3 antagonist	GLP1R ag
COc1ccc2oc(/C=C/N(C)C)c(C(=O)c3ccc(Cl)cc3)c2c1	i	-21%	-46%[inhibitor]	?	-21	?	-19%	?	-17%
Cc1cc2c(cc1S(=O)(=O)N1CCN(c3ccccc3)CC1)OCCN2C	-8%	5%	-3%	?	-6	2%	-10%	-16	-7%
O=C(COc1ccccc1[N+](=O)[O-])Nc1ccc2oc(=O)ccc2c1	-9%	-6%	-3%	27%	1	-5%	?	-1	0%
CN(C)c1ccc(C(CNC(=O)c2ccccc2F)N2CCc3ccccc32)cc1 (stereo not given)	-14%	18%	/	9%	-1	1%	0%	/	/
CCOc1cccc(C2C(C(=O)c3ccc(C)o3)=C(O)C(=O)N2CCCn2ccnc2)c1 (stereo not given)	i	-4%	4%	39%[activator]	6	6%	?	3	2%
COc1cccc(CN(Cc2cccnc2)S(=O)(=O)c2ccc(-n3cnnn3)c(C)c2)c1	-53%[inhibitor][57.5 µM]	-35%[inhibitor]	0%	-2%	-2	10%	?	-24	0%
CC(=O)Nc1ccc(NC(=O)CSc2ncc(C(=O)Nc3ccccc3)c(=O)n2C)cc1	-34%[inhibitor]	-6%	0%	-26%	-17	-6%	2%	?	10%
COc1ccc2c(c1)OC[C@H]1[C@H]2N2C(=O)c3cc(OC)c(OC)cc3NC(=O)[C@@]2(C)[C@H]1c1ccccc1	-36%[inhibitor]	?	20%	?	-19	-27%	?	-4	-1%
Cc1ccc(-n2ncc3c(=O)n(CC#N)cnc32)cc1	-3%	-28%	-6%	0%	10	5%	-3%	19	-9%
CCc1ccccc1NC(=O)Cn1nc(CC)n2c(cc3sccc32)c1=O	-15%	20%	/	-1%	-5	1%	26%	/	/
COC(C(=O)Nc1c(F)cccc1F)c1ccccc1 (stereo not given)	i	-18%	0%	5%	2	18%	-2%	3	22%

High-throughput results: PubChem BioAssay, National Center for Advancing Translational Sciences (NCATS)
